Source: PubChem BioAssay (several laboratories)
p-CIP stab down – p/CIP-EGFP fusion destabilizers, primary screen, fluorescence, F442A cells; Q05BA5; actives 0.01% (n = 290,000); AID 1984, 2009; 16 h; decrease of EGFP signal, % at 10 µM;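 active = EGFP signal decrease of at least 30% at 10 µM or well 3 SD below plate mean, unless failing retest; inactive = the rest, including hits failing retest or dose response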; also: some compounds called inactive have numbers as strong as hits; many of its hits are not listed in these tables
SUMO HTRF inh – inhibitors of in vitro SUMOylation cascade, primary screen, biochemical, HTRF, uHTS | SUMO-conjugating enzyme UBC9 (Homo sapiens), P63279 | HTRF SUMOylation assay, SAE1/SAE2 + UBC9 | inhibition, % at 35 µM | actives 0.36% (n = 290,000) | AID 2006, 2009; in the data active = inhibition above about 50%, passing the limit was not always enough; also: strong numbers were not always called active
MEKK2mut PB1 HTS – MEK5 binding signal on mutant MEKK2 PB1, primary screen, biochemical, multiplex bead flow cytometry, Alexa488-MEK5 | AID 1530, 2009 | percent response, % at 10 µM | actives 0.35% (n = 290,000) | Alexa488-MEK5 binding to MEKK2 mutant; in the data active = percent response above about 24%, passing the limit was not always enough; also: inactives centre near 1; some results filed as inactive read as strong as hits; reference of the scale not given here
MEKK2 WT-MEK5 – modulators of MEK5 binding to wildtype MEKK2, primary screen, biochemical, multiplex bead flow cytometry, Alexa488-MEK5. Mitogen-activated protein kinase kinase kinase 2 (Homo sapiens), Q9Y2U5. Alexa488-MEK5 binding to MEKK2 WT; actives lie on both sides. binding response (% of control), % at 10 µM. actives 1.1% (n = 290,000). AID 1531, 2009; in the data active = binding response below about 67% or above about 130%
IDE act – human IDE activators in live cells, primary screen, fluorescence polarization, HEK cells, FAbeta-B substrate; actives 0.073% (n = 340,000); activation, % at 5.96 µM; FAbeta-B cleavage; 0% vehicle, 100% cell-free pure enzyme wells; Insulin-degrading enzyme (Homo sapiens), P14735; AID 493087, 2011;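 active = activation above the mean of all tested compounds plus 3 SD, set per screening campaign, cut at about 17% in these data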
Target sequence (P14735 whole entry, looked up): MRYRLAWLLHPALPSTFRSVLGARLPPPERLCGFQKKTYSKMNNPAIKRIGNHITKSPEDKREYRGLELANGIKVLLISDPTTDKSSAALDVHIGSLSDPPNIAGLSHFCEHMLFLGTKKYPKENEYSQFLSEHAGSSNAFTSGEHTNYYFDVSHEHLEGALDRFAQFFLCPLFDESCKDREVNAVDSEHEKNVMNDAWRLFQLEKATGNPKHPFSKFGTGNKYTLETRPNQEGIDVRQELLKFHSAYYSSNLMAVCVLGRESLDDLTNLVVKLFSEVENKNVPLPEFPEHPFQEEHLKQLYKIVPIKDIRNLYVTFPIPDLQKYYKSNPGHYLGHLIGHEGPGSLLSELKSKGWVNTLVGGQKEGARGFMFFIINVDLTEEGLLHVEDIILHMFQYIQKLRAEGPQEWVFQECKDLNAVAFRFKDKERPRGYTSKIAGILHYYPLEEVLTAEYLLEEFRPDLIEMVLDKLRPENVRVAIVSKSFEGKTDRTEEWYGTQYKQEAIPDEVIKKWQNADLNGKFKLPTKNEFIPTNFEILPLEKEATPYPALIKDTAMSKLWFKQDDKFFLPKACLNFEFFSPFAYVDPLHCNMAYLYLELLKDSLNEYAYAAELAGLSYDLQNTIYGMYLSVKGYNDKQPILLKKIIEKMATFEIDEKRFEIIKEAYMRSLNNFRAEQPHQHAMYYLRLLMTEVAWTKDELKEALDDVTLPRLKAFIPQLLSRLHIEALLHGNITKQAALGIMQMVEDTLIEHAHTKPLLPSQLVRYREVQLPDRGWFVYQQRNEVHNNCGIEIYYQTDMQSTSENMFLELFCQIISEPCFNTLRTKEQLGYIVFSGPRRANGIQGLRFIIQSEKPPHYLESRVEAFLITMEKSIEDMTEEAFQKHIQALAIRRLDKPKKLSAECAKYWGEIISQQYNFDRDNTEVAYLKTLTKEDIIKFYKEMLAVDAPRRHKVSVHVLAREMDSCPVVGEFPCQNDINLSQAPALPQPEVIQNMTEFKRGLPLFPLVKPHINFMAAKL
IDE inh – human IDE inhibitors in live cells, primary screen, fluorescence polarization, HEK cells, FAbetaB substrate | inhibition, % at 5.59 µM | FAbetaB cleavage | actives 0.41% (n = 320,000) | AID 434962, 2010;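 active = percent inhibition above the average of all tested compounds plus 3 SD, set per screening campaign, cut at about 16% in these data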;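 also: IDE supplied by intact live HEK cells; FP after avidin binding of uncleaved biotin substrate so inhibition keeps polarization high; 0% = DMSO wells and 100% = 60 µM reference IDE inhibitor Ii1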
MEKK3 PB1 HTS – modulators of MEKK3-MEK5 PB1 binding, primary screen, biochemical, wildtype MEKK3, multiplex bead flow cytometry, Alexa488-MEK5; actives 1.4% (n = 290,000); Mitogen-activated protein kinase kinase kinase 3 (Homo sapiens), Q99759; binding response (% of control), % at 10 µM; bead-based flow cytometry, Alexa488-MEK5 binding to MEKK3; actives lie on both sides; 0 = blocked by unlabeled MEK5, 100 = vehicle;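 active = binding response more than 3 SD above or below the average of its plate-row segment, actives on both sides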;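 also: Alexa488 bead fluorescence after subtracting the streptavidin-only scavenger bead signal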
PfM18AAP inh – PfM18AAP inhibitors, malaria aminopeptidase, primary screen, biochemical, QFRET, recombinant enzyme; inhibition, % at 7.35 µM; M18 aspartyl aminopeptidase (Plasmodium falciparum 3D7); actives 1.2% (n = 290,000); AID 1822, 2009; H-Glu-NHMec fluorogenic cleavage;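 active = inhibition above the campaign mean inhibition over all tested compounds plus 3 SD, cut at about 28% in these data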;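 also: 0% = plate median of test compound wells and 100% = 2 mM ZnCl2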
NALP1 inh – NALP1 inflammasome inhibitors in reconstituted yeast, colorimetric, S. cerevisiae, triplicate retest. S. cerevisiae NALP1/ASC/caspase-1 growth, X-gal OD620, 72 h. inhibition, % at 10 µM. actives 0.61% (n = 280,000). AID 2071, 2009; in the data active = inhibition mostly above about 24%, no sharp cut-off; inactive = mostly below about 32%; also: some compounds called inactive have numbers as strong as hits
An asterisk follows results filed as active; . = no result given. Only part of the results is shown. The share of hits here may be higher or lower than overall.

Each structure is followed by: p-CIP stab down	SUMO HTRF inh	MEKK2mut PB1 HTS	MEKK2 WT-MEK5	IDE act	IDE inh	MEKK3 PB1 HTS	PfM18AAP inh	NALP1 inh
[1] Cc1ccc(C(=O)NCCCNC(=O)COc2ccc(C)c(C)c2)cn1
→ -6	-6	1	97	4	-4	99	-3	-8
[2] N#C/C(=C\c1ccc(Cl)c([N+](=O)[O-])c1)c1ccccn1
→ 2	26	-3	96	-5	-2	99	10	19
[3] O=C(CSc1nnc(CNC(=O)c2cccs2)o1)Nc1ccc2c(c1)OCO2
→ -7	6	6	104	5	4	101	3	-11
[4] COc1ccc(C(CNC(=O)c2oc3ccc(Cl)cc3c2C)N2CCCCC2)cc1 (stereo not given)
→ -1	-16	15	120	0	0	99	1	17
[5] O=C(NCc1ccccc1)N1CCN(c2ccccc2F)CC1
→ -2	-7	-15	89	-6	3	85	4	26
[6] Cc1cccc(N2C(=O)CC(N3CCOCC3)C2=O)c1 (stereo not given)
→ 5	-7	-3	98	1	-4	99	-6	12
[7] Cc1ccc(NC(=O)C2=C(O)c3ccccc3N(C)S2(=O)=O)cc1
→ 3	4	2	111	7	-4	103	-1	41
[8] Cc1ccccc1NC1=C/C(=N\S(=O)(=O)c2ccc(C(=O)O)cc2)c2ccccc2C1=O
→ -10	88*	-8	92	5	1	101	-2	19
[9] CC1CCCCC1NC(=O)COC(=O)CNC(=O)c1cccc(F)c1 (stereo not given)
→ -1	12	-9	83	2	0	72	-4	2
[10] COc1cccc(CNC(=O)C2CCN(S(=O)(=O)c3ccc4c(c3)CC(C)N4C(=O)C3CC3)CC2)c1 (stereo not given)
→ -5	10	5	99	2	10	100	-10	4
[11] COc1cc(OC)cc(C(=O)NNC(=O)NC2CCCCC2)c1
→ -13	12	2	106	6	3	100	7	6
[12] Cn1c(C(=O)NCCCN2CCN(c3ccccc3F)CC2)cc2c(=O)n(C)c3ccccc3c21
→ -2	-19	4	119	-2	5	104	-4	23
[13] O=C1c2ccccc2NC2(CCCC2)N1N=C1CCCC1
→ -15	18	-1	94	3	1	98	-8	0
[14] Cc1ccc(NC(=O)CSc2ccccc2NC(=O)c2ccccc2)cc1Cl
→ 2	20	-2	91	0	3	91	3	23
[15] NC1=NC[C@@H](Cc2ccc(O)cc2)N1CCc1cccc(F)c1
→ -13	-8	3	100	1	-2	99	.	.
[16] CCOC(=O)C(C)(C)Sc1nc2c(cnn2-c2ccc(C)cc2)c(=O)[nH]1
→ -8	-10	-1	97	6	0	94	-2	-12
[17] COc1ccc(-n2nc3c(N4CCC(C(=O)NCc5ccccc5C)CC4)nnc(C)c3c2C)cc1
→ -5	23	-1	102	2	3	96	1	29
[18] COc1cc(OC)cc(C(=O)NNC(=O)c2cc3c(s2)CCCC3)c1
→ 4	41	0	96	2	-1	102	-1	7
[19] O=C(CSc1ncnc2c1oc1ccccc12)N1CCCc2ccccc21
→ -4	10	1	94	-3	1	99	1	41
[20] CCc1ccc(CN2C(=O)CCC2(C)C(=O)NC2CCCC2)cc1 (stereo not given)
→ -4	16	4	104	-1	5	103	-1	0
[21] CC(C)N(Cc1nc(-c2ccc(Cl)cc2)no1)C(=O)CN(C)S(=O)(=O)c1ccc(Cl)cc1
→ -3	-10	4	107	-4	1	107	-8	10
[22] CN1CCc2c(sc3c2C(=O)NC(c2ccc(-c4ccc(Cl)cc4)o2)N3)C1 (stereo not given)
→ -5	6	13	134	.	0	103	8	6
[23] CCOC(=O)c1c(NC(C)=O)sc2c1CCC(C=O)=C2Sc1ccccc1
→ -4	-20	-14	57	-1	0	78	40*	16
[24] CC1(C(=O)OCC(=O)Nc2ccc3ccccc3c2)CC1(Cl)Cl (stereo not given)
→ -2	-5	-1	104	5	-1	100	-7	20
[25] CC(C)CCC(C)NC(=O)c1ccc2nccnc2c1 (stereo not given)
→ -14	20	-12	60	3	1	61	-17	12
[26] CC(C)CNS(=O)(=O)c1ccccc1C(=O)N1CCCCC1
→ 0	-13	3	99	1	10	105	5	-6
[27] CC(=O)c1cccc(NC(=O)N2CCC(c3nnc(SCC(N)=O)n3C)CC2)c1
→ -14	8	-1	103	5	-2	101	-11	7
[28] O=C(O)CC(c1cccc2ccccc12)n1cccc1 (stereo not given)
→ -9	8	5	108	1	6	100	-22	17
[29] Cc1ccc(S(=O)(=O)N(CC(=O)N2CCC(C)CC2)Cc2ccccc2F)cc1
→ -15	8	5	103	1	-2	103	2	14
[30] CN1CCN(C(=S)Nc2ccccc2Cl)CC1
→ -11	2	1	106	-1	1	103	-16	-2

Part of the list above, with values ahead of the structure:
| entry | p-CIP stab down | SUMO HTRF inh | MEKK2mut PB1 HTS | MEKK2 WT-MEK5 | IDE act | IDE inh | MEKK3 PB1 HTS | PfM18AAP inh | NALP1 inh | structure |
| --- | --- | --- | --- | --- | --- | --- | --- | --- | --- | --- |
| 1 | -6 | -6 | 1 | 97 | 4 | -4 | 99 | -3 | -8 | Cc1ccc(C(=O)NCCCNC(=O)COc2ccc(C)c(C)c2)cn1 |
| 2 | 2 | 26 | -3 | 96 | -5 | -2 | 99 | 10 | 19 | N#C/C(=C\c1ccc(Cl)c([N+](=O)[O-])c1)c1ccccn1 |
| 3 | -7 | 6 | 6 | 104 | 5 | 4 | 101 | 3 | -11 | O=C(CSc1nnc(CNC(=O)c2cccs2)o1)Nc1ccc2c(c1)OCO2 |
| 4 | -1 | -16 | 15 | 120 | 0 | 0 | 99 | 1 | 17 | COc1ccc(C(CNC(=O)c2oc3ccc(Cl)cc3c2C)N2CCCCC2)cc1 (stereo not given) |
| 5 | -2 | -7 | -15 | 89 | -6 | 3 | 85 | 4 | 26 | O=C(NCc1ccccc1)N1CCN(c2ccccc2F)CC1 |
| 6 | 5 | -7 | -3 | 98 | 1 | -4 | 99 | -6 | 12 | Cc1cccc(N2C(=O)CC(N3CCOCC3)C2=O)c1 (stereo not given) |
| 7 | 3 | 4 | 2 | 111 | 7 | -4 | 103 | -1 | 41 | Cc1ccc(NC(=O)C2=C(O)c3ccccc3N(C)S2(=O)=O)cc1 |
| 8 | -10 | 88* | -8 | 92 | 5 | 1 | 101 | -2 | 19 | Cc1ccccc1NC1=C/C(=N\S(=O)(=O)c2ccc(C(=O)O)cc2)c2ccccc2C1=O |
| 9 | -1 | 12 | -9 | 83 | 2 | 0 | 72 | -4 | 2 | CC1CCCCC1NC(=O)COC(=O)CNC(=O)c1cccc(F)c1 (stereo not given) |
| 10 | -5 | 10 | 5 | 99 | 2 | 10 | 100 | -10 | 4 | COc1cccc(CNC(=O)C2CCN(S(=O)(=O)c3ccc4c(c3)CC(C)N4C(=O)C3CC3)CC2)c1 (stereo not given) |
| 11 | -13 | 12 | 2 | 106 | 6 | 3 | 100 | 7 | 6 | COc1cc(OC)cc(C(=O)NNC(=O)NC2CCCCC2)c1 |

Next part.
Each structure is followed by: p-CIP stab down	SUMO HTRF inh	MEKK2mut PB1 HTS	MEKK2 WT-MEK5	IDE act	IDE inh	MEKK3 PB1 HTS	PfM18AAP inh	NALP1 inh
[31] COc1ccc(OC)c(S(=O)(=O)N(C)CC(=O)Nc2ccccc2OC)c1
→ -8	-1	4	111	6	3	109	-10	.
[32] COc1ccc(CCC(=O)OCC(=O)c2cccc(OC)c2)cc1
→ 6	-21	4	106	-1	-5	98	2	14
[33] COC(=O)c1cc2ccsc2n1CC(=O)Nc1cc(C)cc(C)c1
→ -8	-4	2	98	2	-7	105	-2	-4
[34] CCc1c(C(=O)NCc2ccccc2Cl)[nH]c(C)c1C(C)=O
→ 0	-19	4	103	2	9	102	-3	11
[35] CCSc1nnc(Cc2cc(=O)[nH]c(=O)[nH]2)n1-c1cc(C)ccc1C
→ -22	20	1	103	0	-2	105	-1	28*
[36] O=C(O)COc1ccc(C(NC(=O)c2c(F)cccc2F)NC(=O)c2c(F)cccc2F)cc1
→ -10	4	1	108	5	0	98	-5	-3
[37] S=C(NCCN(C1CCCCC1)C1CCCC1)Nc1cccc(Cl)c1
→ -13	5	12	134*	5	5	97	7	-22
[38] Cc1nn(-c2ncc(C(F)(F)F)cc2Cl)c(=O)n1-c1cccc(Cl)c1
→ -3	9	.	.	5	-7	.	-6	11
[39] Cn1c(=O)n(C)c2cc(S(=O)(=O)N3CCCCC3)ccc21
→ 8	-3	-4	95	1	2	100	4	10
[40] O=C(NCc1ccccc1)c1nc[nH]c1C(=O)NCc1ccccc1
→ -7	-6	-12	83	3	-6	97	1	-4
[41] CCN(Cc1nc(-c2ccccc2)no1)C(=O)c1ccco1
→ 1	-4	-1	94	4	7	101	-4	-4
[42] CC(C)(C)n1nnnc1C(c1ccccc1F)N1CCN(C(=O)c2ccco2)CC1 (stereo not given)
→ 2	4	2	99	-1	0	98	5	-7
[43] COc1ccc(-n2nc(C(=O)N3CCN(c4ccc(F)cc4)CC3)c3ccccc3c2=O)c(OC)c1
→ -1	-7	7	97	-1	.	102	-2	-12
[44] CC1CCCCN1CCCNC(=O)c1ccc(N2CCCC2=O)cc1 (stereo not given)
→ -10	2	3	109	1	0	102	1	0
[45] CCOc1cc(/C=N/n2cnnc2)ccc1OS(=O)(=O)c1ccccc1
→ -1	10	2	102	-3	3	99	-2	1
[46] Cc1c(NC(=S)Nc2ccc(Cl)cc2)c(=O)n(-c2ccccc2)n1C
→ 6	14	1	99	-1	-8	99	0	6
[47] CCC(NC(=O)c1ccccc1NC(=O)c1ccco1)C(=O)NNC(=O)c1ccc(OC)cc1 (stereo not given)
→ -4	2	1	84	-5	-1	75	16	32
[48] Oc1c(Br)cc(Br)cc1C=Nc1ccc2c(c1)OCCO2
→ 0	44	2	88	4	3	102	12	14
[49] Cc1ccc(S(=O)Cc2ccc(C(=O)N3CCN(C4CCCCC4)CC3)o2)cc1 (stereo not given)
→ 1	10	2	99	5	-6	100	1	0
